Compound activity deposited in PubChem BioAssay by Dana-Farber Cancer Institute and Novartis Institutes for BioMedical Research (Cambridge, Mass).
OTUD3 inh = human OTUD3 deubiquitinase inhibition; inhibition, % at 25 µM; Q5T2D3; purified OTUD3, Ub-rhodamine fluorescence, 2 h; actives 0.7% (n = 47,000)
USP30 block = inhibitors of human USP30 deubiquitinase. Q70CQ3. actives 5.3% (n = 47,000). inhibition, % at 25 µM. AID 1645860. purified USP30, Ub-rhodamine cleavage fluorescence
Target sequence (Q70CQ3 whole entry, looked up): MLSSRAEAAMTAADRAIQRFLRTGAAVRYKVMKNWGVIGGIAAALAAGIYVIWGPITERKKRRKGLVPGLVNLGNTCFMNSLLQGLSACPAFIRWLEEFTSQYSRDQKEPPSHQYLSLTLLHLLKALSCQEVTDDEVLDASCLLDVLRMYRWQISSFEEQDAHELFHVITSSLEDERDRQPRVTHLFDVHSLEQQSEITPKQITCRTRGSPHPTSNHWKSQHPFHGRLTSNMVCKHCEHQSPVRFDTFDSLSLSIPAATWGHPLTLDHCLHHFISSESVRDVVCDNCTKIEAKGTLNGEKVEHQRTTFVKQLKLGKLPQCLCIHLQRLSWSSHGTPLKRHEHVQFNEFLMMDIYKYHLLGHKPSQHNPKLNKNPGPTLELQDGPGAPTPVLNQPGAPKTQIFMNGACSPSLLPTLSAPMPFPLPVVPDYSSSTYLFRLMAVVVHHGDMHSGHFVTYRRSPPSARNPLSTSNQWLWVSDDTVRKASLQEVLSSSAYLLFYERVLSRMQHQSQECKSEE
USP28 block = human USP28 deubiquitinase inhibition | inhibition, % at 25 µM | Q96RU2 | actives 3% (n = 47,000) | purified USP28, Ub-rhodamine cleavage fluorescence, 30 min
USP17 inh = inhibitors of human USP17 deubiquitinase. A8MUK1. purified USP17, Ub-rhodamine cleavage fluorescence, 3 h. inhibition, % at 50 µM. actives 6.5% (n = 47,000). AID 1645855
Target sequence (A8MUK1 whole entry, looked up): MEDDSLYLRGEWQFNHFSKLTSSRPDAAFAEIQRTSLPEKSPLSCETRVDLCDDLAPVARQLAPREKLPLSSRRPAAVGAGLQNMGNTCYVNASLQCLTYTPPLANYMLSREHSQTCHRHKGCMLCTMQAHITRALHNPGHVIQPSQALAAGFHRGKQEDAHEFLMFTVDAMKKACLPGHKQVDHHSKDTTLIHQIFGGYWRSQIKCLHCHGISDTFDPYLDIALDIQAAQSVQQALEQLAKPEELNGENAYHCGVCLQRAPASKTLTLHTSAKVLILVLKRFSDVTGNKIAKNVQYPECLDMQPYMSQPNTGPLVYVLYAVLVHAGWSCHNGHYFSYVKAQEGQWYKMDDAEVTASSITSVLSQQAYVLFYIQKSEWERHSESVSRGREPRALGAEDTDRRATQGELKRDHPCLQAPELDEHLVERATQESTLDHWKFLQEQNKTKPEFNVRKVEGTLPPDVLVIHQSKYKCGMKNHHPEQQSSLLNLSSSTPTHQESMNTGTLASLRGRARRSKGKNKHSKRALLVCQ
USP10 inh = blocks human USP10 ubiquitin-rhodamine cleavage | inhibition, % at 20 µM | purified USP10, Ub-rhodamine fluorescence, 60 min | Q14694 | AID 1645856 | actives 1.1% (n = 47,000)
UCHL1 inh = inhibitors of human UCHL1 deubiquitinase. P09936. purified UCHL1, Ub-rhodamine cleavage fluorescence. inhibition, % at 20 µM. actives 0.2% (n = 47,000). AID 1645859
USP8 block = inhibitors of human USP8 deubiquitinase; P40818; purified USP8, Ub-rhodamine cleavage fluorescence, 30 min; inhibition, % at 20 µM; actives 4.2% (n = 47,000)
USP7 block = blocks human USP7 ubiquitin-rhodamine cleavage; Q93009; purified USP7, Ub-rhodamine cleavage fluorescence; inhibition, % at 20 µM; actives 0.3% (n = 47,000); AID 1645854
The depositor's hits bear a star; x = not tested or not shown. Cut-off read from the data, not from the text of the source: active = inhibition above about 30%; inactive = the rest.

| OTUD3 inh | USP30 block | USP28 block | USP17 inh | compound | USP10 inh | UCHL1 inh | USP8 block | USP7 block |
| --- | --- | --- | --- | --- | --- | --- | --- | --- |
| -1.3 | 5.0 | 4.3 | -3.0 | Cc1noc(C)c1C(=O)N1C[C@H]2CC(Oc3ccccc3)C[C@H]2C1 (stereo partly drawn) | 1.1 | -0.5 | 0.0 | -2.4 |
| -2.6 | 7.5 | -1.2 | -4.1 | Cc1nnc2n1CCN(C(=O)c1ccc(OC(F)(F)F)cc1)C2 | 1.6 | -1.0 | 9.3 | 1.8 |
| 6.4 | 15.2 | 8.8 | 5.2 | Cc1ccc2c(c1)c(N1CCCC1=O)c(C(=O)NCc1cccc(F)c1)n2C | -1.8 | 2.9 | 20.1 | -1.1 |
| -18.4 | -36.8 | -24.8 | 20.9 | Cc1cc(C)nc(-n2nc(C)c(C#N)c2NC(=O)c2ccccc2)n1 | -4.9 | -1.5 | -6.5 | -1.1 |
| 0.0 | -40.0 | -9.7 | 19.1 | COc1cc(OC)c(C(=O)Nc2cc(S(=O)(=O)N3CCCCC3)ccc2C)cc1OC | -8.0 | -0.1 | 10.0 | 2.1 |
| -12.2 | -17.4 | -22.8 | -29.9 | CC1CN(C(=O)c2c[nH]c3ccccc3c2=O)CC(C)(C)O1 (stereo not drawn) | -2.0 | -0.4 | -1.0 | -1.4 |
| -7.9 | -103.6 | -18.3 | -38.9 | O=C(O)c1cccc(Nc2c(-c3cccc(Br)c3)nc3cnccn23)c1 | 1.7 | 0.2 | 0.2 | x |
| -5.9 | -7.3 | -1.3 | -6.2 | CCN(C(=O)CSc1nc2ccccc2[nH]1)C1CCCCC1 | 1.3 | -4.1 | -1.7 | -11.0 |
| 0.3 | x | x | 15.5 | CC(O)c1nc2ccccc2n1CC(=O)N1CCCCC1 (stereo not drawn) | -1.2 | 0.3 | 2.4 | 2.9 |
| 0.1 | 9.7 | 2.1 | -0.4 | Cc1cc(C)c(S(=O)(=O)NCc2nnnn2-c2ccccc2)c(C)c1 | 2.0 | 2.1 | -10.8 | 0.8 |
| -6.8 | -8.5 | -4.0 | -23.0 | Cc1cc2nc(N3CCCC(C)C3)c3ccccc3n2n1 (stereo not drawn) | -0.2 | 0.1 | 6.6 | -7.6 |
| -8.0 | -9.9 | 11.6 | -1.3 | C=C1Nc2ccccc2C(=O)N1c1cccc(NC(=O)c2ccc(Cl)cc2)c1 | 3.4 | 5.3 | 2.6 | -18.3 |
| -17.3 | -44.6 | -15.3 | -2.6 | N#Cc1cc(-c2ccccc2)nnc1Oc1ccc(F)cc1 | -0.7 | -6.5 | 5.5 | -6.3 |
| 13.5 | 21.0 | 10.8 | 6.1 | Cc1ccc(CN2C[C@H]3C[C@H](C(=O)NC(C)C)[C@@H](C2)O3)o1 | -0.6 | 2.1 | 3.3 | 3.6 |
| -59.0 | -217.5 | -33.9 | -26.6 | O=C1CC[C@H](c2ccc(O)c3c2C(=O)C[C@H](O)[C@@H]3O)c2cccc(O)c21 | -1.5 | -39.9 | -144.3 | -40.7 |
| -8.5 | -15.9 | -6.4 | -14.0 | CN1CCCc2cc(C(=O)NC3CCCC3)sc21 | -3.6 | -2.6 | -3.9 | -3.1 |
| -4.7 | -9.9 | -25.0 | -39.3 | O=C1NC2(CCN(C(=O)c3ccc(Cl)cc3)CC2)N=C1c1ccccc1 | 1.0 | -0.2 | -3.6 | -5.2 |
| -3.3 | -0.5 | -2.9 | 0.0 | Cn1c(CCN2CCOCC2)nc2cc(NC(=O)c3ccco3)ccc21 | 1.1 | -2.5 | -10.6 | 0.0 |
| 17.2 | 11.7 | 5.7 | -6.6 | O=C(O)C1=C[C@@H](O)[C@@H](O)[C@H](O)C1 | 1.7 | -1.6 | -1.3 | -0.1 |
| -17.1 | 5.2 | -14.6 | -16.8 | O=C(O)Cc1ccc(O)c(Cl)c1 | 4.2 | -2.2 | 2.8 | 3.4 |
| 0.1 | 15.7 | 13.5 | 62.0* | COc1ccc(OC)c(NC(=O)c2cc(Cl)ccc2OC)c1 | 6.3 | 1.3 | 5.3 | 9.0 |
| 2.6 | -12.3 | 2.2 | 5.2 | Cc1nn2c(C)c(C(=O)Nc3ccccc3)nnc2c1-c1ccc(F)cc1 | -6.7 | 0.0 | 12.9 | 3.4 |
| 14.3 | 10.2 | 0.1 | -15.7 | COC(=O)C1C2CCC(C2)C1C(=O)OCC(=O)c1ccc(-c2ccccc2)cc1 (stereo not drawn) | 7.4 | 4.5 | -1.3 | -6.0 |
| 3.1 | 12.7 | 4.0 | 8.3 | CCOc1ccc2nc(Nc3ncc4c(n3)CCCC4=O)nc(C)c2c1 | -4.0 | -0.7 | 18.6 | 0.8 |

Reformatted bar-delimited: entries from further up.
Molecule | OTUD3 inh | USP30 block | USP28 block | USP17 inh | USP10 inh | UCHL1 inh | USP8 block | USP7 block
CN1CCCc2cc(C(=O)NC3CCCC3)sc21 | -8.5 | -15.9 | -6.4 | -14.0 | -3.6 | -2.6 | -3.9 | -3.1
O=C1NC2(CCN(C(=O)c3ccc(Cl)cc3)CC2)N=C1c1ccccc1 | -4.7 | -9.9 | -25.0 | -39.3 | 1.0 | -0.2 | -3.6 | -5.2
Cn1c(CCN2CCOCC2)nc2cc(NC(=O)c3ccco3)ccc21 | -3.3 | -0.5 | -2.9 | 0.0 | 1.1 | -2.5 | -10.6 | 0.0
O=C(O)C1=C[C@@H](O)[C@@H](O)[C@H](O)C1 | 17.2 | 11.7 | 5.7 | -6.6 | 1.7 | -1.6 | -1.3 | -0.1
O=C(O)Cc1ccc(O)c(Cl)c1 | -17.1 | 5.2 | -14.6 | -16.8 | 4.2 | -2.2 | 2.8 | 3.4
COc1ccc(OC)c(NC(=O)c2cc(Cl)ccc2OC)c1 | 0.1 | 15.7 | 13.5 | 62.0* | 6.3 | 1.3 | 5.3 | 9.0
Cc1nn2c(C)c(C(=O)Nc3ccccc3)nnc2c1-c1ccc(F)cc1 | 2.6 | -12.3 | 2.2 | 5.2 | -6.7 | 0.0 | 12.9 | 3.4
COC(=O)C1C2CCC(C2)C1C(=O)OCC(=O)c1ccc(-c2ccccc2)cc1 (stereo not drawn) | 14.3 | 10.2 | 0.1 | -15.7 | 7.4 | 4.5 | -1.3 | -6.0
CCOc1ccc2nc(Nc3ncc4c(n3)CCCC4=O)nc(C)c2c1 | 3.1 | 12.7 | 4.0 | 8.3 | -4.0 | -0.7 | 18.6 | 0.8

(further entries)
| OTUD3 inh | USP30 block | USP28 block | USP17 inh | compound | USP10 inh | UCHL1 inh | USP8 block | USP7 block |
| --- | --- | --- | --- | --- | --- | --- | --- | --- |
| -2.8 | -32.8 | -3.4 | 25.8 | COc1ccc(NC(=O)COc2ccccc2C(=O)Nc2ccc3c(c2)NC(=O)C(C)O3)cc1Cl (stereo not drawn) | 10.3 | 0.0 | 5.4 | 0.0 |
| -5.4 | -5.3 | -4.4 | -6.2 | N#Cc1cccc(CN2CCC(n3c(=O)[nH]c4cncnc43)C2)c1 (stereo not drawn) | 1.2 | -1.9 | -0.5 | 1.1 |
| 0.5 | 9.9 | -5.1 | -2.4 | Cn1nc(C(=O)N2CCC3(CC2)OCCO3)c2c1-c1ccccc1SC2 | 0.9 | -0.3 | -8.8 | -2.5 |
| 0.9 | 8.4 | -14.7 | 3.2 | CCc1cccc(NC(=O)C2CCCN(S(=O)(=O)c3cccnc3)C2)c1 (stereo not drawn) | -0.5 | 0.0 | 0.6 | -1.5 |
| -1.7 | 4.9 | -6.0 | 12.4 | CC(C)Cn1c(C2CCCCC2)nc2c(c(=O)c3ccccc3n2C)c1=O | 4.5 | -5.3 | -2.0 | -3.1 |
| 8.4 | 7.8 | 3.8 | -4.5 | CCc1c(C)nc2cc(-c3ccc(OC)cc3)[nH]n2c1=O | -0.3 | 1.0 | 0.1 | 4.0 |
| 8.3 | 19.5 | 3.8 | 9.7 | Cc1cc(NC(=O)CSc2ncc(-c3cccc([N+](=O)[O-])c3)n2-c2cccc(Cl)c2)no1 | 63.5* | -2.4 | 55.5* | 11.6 |
| 2.6 | -0.8 | 1.7 | 0.2 | CC1[C@@H]2[C@@H](COc3cccnc3)C[C@H](CN1C(=O)c1ccc(O)cc1)N2C (stereo partly drawn) | -1.1 | -1.4 | -0.4 | 3.6 |
| -6.5 | 4.9 | -15.0 | -21.1 | Cc1nc2ncc3c(=O)n(CC4CCCO4)ccc3n2n1 (stereo not drawn) | -0.8 | -1.8 | -4.3 | -0.6 |
| 18.9 | 42.9* | 15.5 | 78.9* | COc1cc(NC(=O)Cn2nc(-c3ccc(F)cc3)ccc2=O)ccc1-n1cnnn1 | 50.6* | 10.9 | 38.7* | 17.2 |
| -30.3 | -163.3 | -19.0 | -28.5 | O=C(NC1CCCCC1)c1c(-c2ccc(F)cc2)c2c3n(c(-c4ccc(F)cc4)cn13)CCCC2 | -4.9 | 1.5 | -28.6 | -10.5 |
| 8.5 | 0.1 | 4.7 | 2.6 | O=C(CN1C(=O)C2CCCN2C(=O)c2ccc(F)cc21)NCc1ccccc1 (stereo not drawn) | -2.4 | 3.3 | 11.1 | 1.2 |
| -1.5 | -53.8 | 7.7 | -1.0 | COc1ccc(COc2ncnc3sc(C)c(C)c23)cc1F | -5.2 | -1.9 | -1.3 | -17.9 |
| 14.9 | 17.8 | 13.6 | 16.3 | CCCC(=O)Nc1cc(=O)[nH]c2nc(Cc3ccccc3)nn12 | -1.7 | 3.0 | 4.6 | 7.4 |
| 9.6 | 27.6 | 14.5 | 10.7 | O=C(NCCc1ccc(F)cc1)N1CC[C@@H]2CN(Cc3cccnc3)S(=O)(=O)[C@@H]2CC1 | 3.3 | 2.6 | 13.4 | 6.1 |
| 6.8 | 1.7 | 4.4 | -3.8 | O=C([C@H]1CCCO1)N1CCC2(CC1)CN(c1ncccn1)c1ccccc12 | -0.7 | -0.5 | -26.0 | 1.0 |
| 4.9 | 6.1 | 10.9 | 0.1 | O=C(OCC(=O)N1CCCC1)c1ccccc1OCc1ccccc1 | -1.0 | 1.0 | -0.2 | -12.3 |
| -0.2 | -17.6 | -14.4 | -7.2 | Clc1ccc(-n2cc(-c3ccccc3)c3c(NC4CCCC4)ncnc32)cc1 | 3.2 | -1.9 | -3.4 | 4.8 |
| -5.3 | -7.1 | -7.8 | -3.3 | COc1ccc2c(c1)CC(C(=O)Nc1cc(C)ccc1OC)CO2 (stereo not drawn) | 2.8 | -2.8 | 0.9 | -95.3 |
| 14.3 | 10.8 | -0.4 | 0.1 | CCn1cc(S(=O)(=O)N2CCc3nc(-c4ccc(Cl)cc4)ncc3C2)cn1 | 0.4 | 1.3 | 11.4 | 8.8 |
| -0.9 | 7.3 | 1.6 | 3.1 | O=C(CCCc1c[nH]c2ccccc12)N1CCN(C(=O)c2ccc(Cl)cc2Cl)CC1 | 0.6 | 4.5 | 6.3 | -2.6 |
| 2.2 | 10.7 | 3.3 | -43.7 | O=C(Cc1ccccc1F)N1CCN(C(=O)c2cc(-c3ccccn3)n[nH]2)CC1 | 0.4 | 1.4 | -98.9 | 3.0 |
| -7.5 | x | x | -22.7 | O=C(NC1CC1)N1CCC2(CC(=O)N(c3cccnc3)C2)C1 (stereo not drawn) | -1.6 | -2.0 | 0.7 | 1.7 |
| 0.2 | 10.7 | 1.8 | -1.0 | Cc1ccccc1NC(=O)c1nnn(-c2ccccc2)c1C | 1.8 | -1.2 | 6.0 | x |
| -8.6 | -41.9 | -9.0 | -10.3 | Cc1c2n(c3ccccc13)CCC2=O | -3.2 | -2.3 | -1.1 | -0.6 |
| 6.4 | 14.9 | 18.4 | 6.6 | Cc1ccc(NC(=O)N/C=C/c2ccccc2)cc1 | 1.2 | -0.6 | 16.6 | 0.4 |
| -17.7 | -65.2 | -25.5 | -21.7 | Cc1cc(-c2cc(CC3CCN(S(=O)(=O)N(C)C)C3)ncn2)n[nH]1 (stereo not drawn) | -2.7 | -5.0 | -27.1 | -2.1 |
| -12.7 | -1.5 | -12.7 | -11.7 | CC(=O)N1CCC(N2CCN(c3ccc(F)cc3)CC2)CC1 | -0.3 | -2.3 | 8.3 | -4.1 |
| -4.2 | 0.3 | -5.6 | -3.8 | O=C(C1CCC1)N1CCN(c2ccnc3cc(Cl)ccc23)CC1 | 1.6 | -1.4 | -4.9 | -17.7 |
| -7.3 | -12.2 | -7.8 | -18.6 | CCN1CCN(c2nc(NCCc3cccs3)c3cnn(C)c3n2)CC1 | -1.4 | -0.6 | -47.1 | -5.1 |
| -11.2 | -22.7 | -14.3 | x | O=C(c1cc(F)ccc1Br)N1CCN(Cc2cc(=O)n3ccccc3n2)CC1 | -1.4 | -5.4 | -12.9 | -2.9 |
| -12.5 | -20.0 | 11.6 | -16.3 | COc1cccc(-c2nc(Cn3cnc4ccccc4c3=O)no2)c1 | -6.8 | -4.5 | -13.9 | -2.6 |
| 5.1 | -118.1 | -0.1 | -1.6 | CC1(C)Cc2c(C#N)c(Nc3ccccc3)n3c(SCC(N)=O)nnc3c2CO1 | -0.4 | -1.2 | -13.7 | 2.2 |
| -33.6 | -108.1 | 5.7 | -35.0 | O=C1NCc2ccccc2CC12CCN(Cc1cccc(O)c1)CC2 | -9.5 | -19.0 | -100.9 | -9.9 |
| -3.8 | -116.3 | -6.8 | 0.8 | CCOc1ccccc1NC(=O)c1nnn(-c2ccc3noc(-c4ccccc4)c3c2)c1C | -0.5 | 0.8 | -12.9 | 4.1 |
